# High-throughput results from PubChem BioAssay.
# OXTR potentiator: potentiates the human oxytocin receptor response; P30559; CHO-OTR cells, Fluo-8 calcium fluorescence, potentiator mode; 0% = oxytocin EC15, 100% = EC100; activation, % at 3 µM; hit rate 0.061% among 320,000; AID 2445;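 active means activation above that plate's cutoff, the mean activation of tested compounds plus 3 SD, cut at about 6.6% in these data, passing the limit was not always enough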;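 further: 100% uses oxytocin at 75 nM as the full agonist control; some results filed as inactive read as strong as hits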
#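 Material: human OTR in CHO cells. Compound: 3.0 µM, one dose. Timing: compound 6 min at room temperature before oxytocin, 100 s read. Evaluation: % activation of max/min ratio relative to oxytocin controls. Replication: single well per compound, singlicate. Signal: Fluo-8 calcium dye fluorescence.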
# CHO-K1 Ca antag: counter-screen for M1 antagonists: effect in parental CHO-K1 cells; ATP-induced calcium, Fluo-8 fluorescence; inhibition, % at 3 µM; hit rate 0.6% among 360,000; AID 602250;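 active means inhibition above a per-plate cutoff, the plate's mean sample inhibition plus 3 SD, cut at about 24% in these data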;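 further: 0% = DMSO plus EC80 ATP and 100% = DMSO alone without ATP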
# TAAR1 antag: antagonists of human TAAR1; Q96RJ0; CHO RD-HGA16 TAAR1, Fluo-8 calcium fluorescence, antagonist; inhibition, % at 3 µM; hit rate 1.5% among 360,000; AID 624466;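 active means inhibition above a per-plate cutoff, the mean inhibition of test compounds on that plate plus 3 SD, cut at about 49% in these data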;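 further: 0% = DMSO plus EC80 beta-PEA response and 100% = DMSO alone without agonist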
# Target sequence (Q96RJ0 whole entry, looked up): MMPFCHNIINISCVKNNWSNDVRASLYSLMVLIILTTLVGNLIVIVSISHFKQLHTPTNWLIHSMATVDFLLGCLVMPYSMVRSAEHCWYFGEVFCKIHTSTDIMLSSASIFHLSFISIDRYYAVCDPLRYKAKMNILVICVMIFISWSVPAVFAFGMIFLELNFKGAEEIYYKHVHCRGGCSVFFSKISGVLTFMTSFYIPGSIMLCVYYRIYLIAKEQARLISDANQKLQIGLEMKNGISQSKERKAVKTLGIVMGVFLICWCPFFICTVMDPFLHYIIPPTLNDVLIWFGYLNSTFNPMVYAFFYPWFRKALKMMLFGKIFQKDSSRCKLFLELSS
#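 Material: CHO RD-HGA16 cells bearing hTAAR1; compound dosing: one-point dosing, 3 µM nominal final; schedule: dye loading 75 min at 37 °C, then 30 min room temperature; measured by: calcium fluorescence with Fluo-8; control set: vehicle and agonist controls; replication: n of 1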
# CHO-K1 Ca PAM: M1 PAM counterscreen hit in parental CHO-K1 cells | ATP EC20, Fluo-8 calcium fluorescence; 0% at ATP EC20, 100% at ATP max | activation, % at 3 µM | hit rate 0.02% among 360,000 | AID 602247;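 active means activation above the run cutoff, the mean activation of all test compounds plus 3 SD, cut at about 40% in these data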;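 further: peak over basal fluorescence ratio in a 140 s read after ATP addition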
# CHO parental Ca: counter-screen: ATP calcium response change in parental CHO cells. parental CHO-K1, ATP-induced calcium, Fluo-8 fluorescence. inhibition, % at 5.6 µM. hit rate 0.63% among 330,000;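 active means inhibition above that plate's mean sample inhibition plus 3 SD, cut at about 26% in these data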;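 further: 0% = ATP-challenged DMSO wells and 100% = DMSO wells without ATP; some compounds past the cut are filed as inactive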
#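 Measured by: calcium-sensitive Fluo-8 fluorescence / Test system: CHO parental line / Controls: ATP-challenged DMSO wells low, unchallenged DMSO wells high / Measure: % inhibition / Compound: single nominal dose of 5.6 µM per compound / Replicates: single well per compound, no replicates / Reagent: ATP as calcium-mobilizing challenge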
# CHRM1 antagonist: human CHRM1 antagonism; CHO-K1 hM1, Fluo-8 calcium fluorescence, ACh EC80 antagonist; inhibition, % at 3 µM; hit rate 1.3% among 360,000;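 active means percent inhibition above its own plate's cutoff, namely the mean of that plate's compound wells plus 3 SD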;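 further: peak over basal fluorescence ratio during 140 s after agonist addition; 0% = ACh EC80 plus DMSO and 100% = DMSO alone without agonist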
# Target sequence (P11229 whole entry, looked up): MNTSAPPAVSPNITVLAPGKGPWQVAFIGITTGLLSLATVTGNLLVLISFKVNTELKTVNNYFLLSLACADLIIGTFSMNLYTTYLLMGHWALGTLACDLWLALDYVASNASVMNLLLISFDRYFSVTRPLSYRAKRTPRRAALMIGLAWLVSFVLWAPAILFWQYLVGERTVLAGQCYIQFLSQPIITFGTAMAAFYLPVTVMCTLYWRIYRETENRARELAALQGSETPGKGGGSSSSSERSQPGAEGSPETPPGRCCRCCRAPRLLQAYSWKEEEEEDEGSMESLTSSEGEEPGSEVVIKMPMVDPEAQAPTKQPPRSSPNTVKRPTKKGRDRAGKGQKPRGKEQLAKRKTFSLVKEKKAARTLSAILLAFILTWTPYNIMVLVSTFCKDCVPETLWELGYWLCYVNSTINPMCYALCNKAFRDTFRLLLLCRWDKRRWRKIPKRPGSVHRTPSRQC
# CHO-K1 Ca ag: counter-screen for M1 agonists: effect in parental CHO-K1 cells; hit rate 0.48% among 360,000; Fluo-8 calcium fluorescence; scaled to maximal ATP response, vehicle zero; activation, % at 3 µM; in the data active means activation above about 15%;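 further: untransfected CHO-K1 host cells lacking M1 receptor as counterscreen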
# TAAR1 agonist: agonists of human TAAR1; Q96RJ0; CHO RD-HGA16 TAAR1, Fluo-8 calcium fluorescence; vehicle wells 0%, saturating PEA agonist 100%; activation, % at 3 µM; hit rate 0.99% among 360,000; AID 624467;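 active means activation above the mean activation of all test compounds in the run plus 3 SD, cut at about 38% in these data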
#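 System: CHO-derived RD-HGA16 cells with stable Gα16 and human TAAR1 / Times: 17-24 h plating, Fluo-8 75 min 37 °C, 30 min RT / Technique: calcium-sensitive Fluo-8 signal, excitation 470-495, emission 515-575 nm / Measure: % activation relative to PEA EC100 response / Benchmarks: DMSO and PEA EC100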
# M1 ag: activates human CHRM1 receptor | P11229 | CHO-K1 hM1, Fluo-8 calcium fluorescence, agonist mode; 0% DMSO, 100% acetylcholine EC100 | activation, % at 3 µM | hit rate 0.33% among 360,000;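 active means activation above the run's mean compound activation plus 3 SD, cut at about 16% in these data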;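 further: peak over basal fluorescence ratio within a 140 s kinetic read after compound addition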
# * hit, by the source's call; · = not tested or not shown. Rows are unselected; overall some 4.2% were active at least once.
SMILES,OXTR potentiator,CHO-K1 Ca antag,TAAR1 antag,CHO-K1 Ca PAM,CHO parental Ca,CHRM1 antagonist,CHO-K1 Ca ag,TAAR1 agonist,M1 ag
O=C1OC[C@@H]2CCCN2C(=O)[C@H](CC(=O)N(CCO)Cc2ccccc2)C/C=C\CC[C@H]1Cc1ccc(F)cc1,-4,-16,19,6,-22,-6,0.0,6,-3
Cc1cc(N)ccc1NC(=O)c1ccccc1,-15,14,6,7,-12,-2,-0.3,5,0
O=C(N/N=C/c1ccccc1)c1ccc(NC(=O)c2ccc(F)cc2)cc1,-3,-11,2,8,5,-4,2.5,15,-5
CCc1nn2c(=O)cc(COC(=O)c3cc(Cl)c(OC)c(OC)c3)nc2s1,-4,-16,23,6,-13,22,1.5,1,-7
CCCCNC(=O)C1(C)CCCCN1CC(=O)c1ccc(OC)cc1 (stereo not drawn),·,-3,-29,8,·,-7,0.3,7,-7
NS(=O)(=O)c1ccc(CCNC(=O)CN2CCN(c3ccccc3F)CC2)cc1,-6,-10,-15,18,-6,3,1.5,7,-6
C=CC[n+]1c(-c2ccc(C)cc2)csc1NNC(=O)Nc1ccccc1,-9,-16,16,10,3,5,5.1,11,-4
Cc1ccc(C(C)C)cc1OCC(=O)Nc1ccc(N2CCCCC2)cc1,3,12,-1,11,-22,-8,-0.6,0,-5
CCN(c1ccc(NC(=O)COC(=O)/C=C/c2ccco2)cc1)C(C)C,4,-10,5,19,-15,13,-0.9,2,-8
COc1cc2nc(CN3CCN(S(=O)(=O)c4ccccc4[N+](=O)[O-])CC3)[nH]c(=O)c2cc1OC,·,-2,2,1,·,-8,1.8,3,-7
OC(CN1CCN(c2ccccc2)CC1)c1ccc2c(c1)CCN2 (stereo not drawn),-2,-15,-3,16,3,-11,0.5,0,-9
COc1ccccc1-c1cc2c(c3c1ccn3C)C1CCC2O1 (stereo not drawn),·,4,-6,11,·,-5,0.2,-3,-2
Cc1cc(C)c(S(=O)(=O)N2CCC(C(N)=O)CC2)cc1C,-11,-13,14,7,-3,-26,0.7,7,-2
Cc1cc(=O)n2nc(N3CCCC(C(=O)NCc4cccc(Cl)c4)C3)sc2n1 (stereo not drawn),-7,-14,-8,-6,-14,1,0.6,0,0
CCO[C@@H]1OC(C(=O)N2CCN(Cc3ccccc3)CC2)=C[C@H](c2coc3ccccc3c2=O)[C@H]1CCCO,-2,-2,10,2,-22,-10,0.0,3,2
COc1ccc(C2C(C(C)=O)=C(O)C(=O)N2C)c(OC)c1 (stereo not drawn),-5,16,3,-6,-4,-4,-0.2,9,-3
O=C(NC1CCCCC1)C(c1ccco1)N(Cc1cccnc1)C(=O)C1COc2ccccc2O1 (stereo not drawn),-7,-2,17,-6,-21,29,1.6,2,-1
CC(=O)Nc1ccc(NC(=O)c2cc(-n3cnnc3)ccc2Cl)cc1,-2,-8,-16,-8,-5,12,0.0,3,-4
O=C(Cc1ccc(Cl)cc1)Nc1cccnc1,1,-6,6,16,-6,-17,0.7,-1,0
Nc1ccc(S(=O)(=O)N2CCCC2C(=O)O)cc1 (stereo not drawn),-6,-18,0,24,-9,-12,0.5,0,-3
COCCn1c(CN2CCN(C(c3ccccc3)c3ccccc3)CC2)nc2c1c(=O)n(C)c(=O)n2C,·,-5,-7,-2,·,-8,-0.3,-2,-6
CNS(=O)(=O)c1cc(S(=O)(=O)NC)c2cccc3c2c1NC3=O,-11,-7,5,0,7,-8,0.8,5,-3
C=C(C)CSc1nc2ncc(Cl)cc2[nH]1,8,14,-9,-5,-1,-2,-0.3,6,-7
Cc1cccc(N2CC(C(=O)Nc3nnc(SCCC4OCCO4)s3)CC2=O)c1 (stereo not drawn),-1,-9,-19,6,-21,-8,0.7,1,-2
O=C(O)CC(C(=O)O)c1cn(Cc2ccccc2)c2ccccc12 (stereo not drawn),-10,-11,-13,17,-15,-13,0.5,9,-1
CN(CCNC(=O)c1cc2c(=O)n(C)c3ccccc3c2n1C)Cc1ccccc1,2,-16,-6,21,-15,7,0.6,2,-10
O=C1C(=O)N(CCN2CCOCC2)C(c2ccc(Cl)cc2)/C1=C(/O)c1ccc(S(=O)(=O)N2CCOCC2)cc1 (stereo not drawn),-6,-18,·,2,4,-12,2.3,·,-4
Cc1ccc(-n2nc(C)c3c(C)c(CCC(=O)NCc4ccccc4)c(C)nc32)cc1,1,-11,-8,11,-1,-12,0.0,-1,2
COc1cccc(N2CC(C(=O)Nc3nnc(SCC(=O)NCc4ccco4)s3)CC2=O)c1 (stereo not drawn),-4,-4,-7,-12,-10,-8,-0.1,0,1
O=C(Nc1ncc([N+](=O)[O-])s1)C1CC(=O)N(c2ccc(F)cc2)C1 (stereo not drawn),-9,-15,14,-14,16,-11,4.2,15,4
O=C(COC(=O)c1ccc(Cl)c(S(=O)(=O)N2CCCCC2)c1)NCc1ccco1,-4,-3,-5,-3,-16,-8,0.9,6,-4
c1nc(COc2nsnc2N2CCOCC2)cs1,-3,-10,4,12,-1,1,0.3,15,-4
CCNC(=S)N/N=C/c1ccco1,-6,1,9,12,-1,-5,0.5,12,-4
Cc1ccc(NC(=O)COc2cccc3ccccc23)c(O)c1,-7,-3,8,-1,-8,6,-0.3,-2,-2
C=CCNc1nc(N(c2ccccc2)c2ccccc2)nc(-n2ccnc2)n1,-4,-8,95*,14,3,-2,1.1,37,-5
O=C(COC(=O)[C@H](Cc1ccccc1)NC(=O)c1cccs1)Nc1cc(F)ccc1F,-8,17,-3,-4,-7,15,4.8,2,-5
Cc1ccc(-c2ccc(=O)n(CCC(=O)N3CCN(c4ccccc4)CC3)n2)cc1,-3,-20,11,15,-30,3,-0.1,-2,-6
COc1ccc(NC(=O)CSc2nc3nc(C)cc(C)n3n2)cc1,-2,-12,-4,-12,-8,8,0.4,1,0
C=CCNC(=O)CSc1nc2ccccc2c(=O)n1CCc1ccc(OC)c(OC)c1,·,9,43,-1,·,10,4.0,11,-3
NC(=O)C1CCN(C(=O)CCc2ccsc2)CC1,-5,-16,5,2,3,-8,-0.2,-2,-2
O=C(OCC(=O)N1CCN(C(=O)c2ccco2)CC1)c1cc(F)c(F)cc1Cl,2,-7,-16,13,-11,-15,0.1,3,-2
O=C(Nc1ccc(NC(=O)c2ccc([N+](=O)[O-])o2)cc1Cl)c1ccco1,8,-3,8,20,-7,-11,-0.1,-4,0
O=[N+]([O-])c1cccc(S(=O)(=O)Nc2cccc(-c3ccc(N4CCOCC4)nn3)c2)c1,-3,4,0,-11,-13,-23,0.4,3,-3
CCN1CCN(c2nc3c(C)cccn3c(=O)c2/C=C(\C#N)S(=O)(=O)c2ccccc2)CC1,-4,2,43,-5,-31,13,3.4,15,0
Cc1ccc(N2CC(C(=O)OCc3nc(N)nc(Nc4ccccc4C)n3)CC2=O)cc1 (stereo not drawn),1,1,-1,-5,-7,-5,1.5,3,0
CCOC(=O)c1ccccc1NC(=O)COC(=O)CCC(=O)N1CCOCC1,-4,9,-6,-10,-4,-16,0.8,4,1
NS(=O)(=O)c1ccc(CCNC(=O)CNC(=O)Cc2ccccc2)cc1,-6,-2,-10,3,7,-14,0.9,0,-6
CCOC(=O)CNC(=O)CSc1nc(-c2ccc(C)cc2)ns1,-8,10,-19,-17,1,13,2.1,2,-7
O=C(CSc1nc(-c2ccc(Cl)cc2)cs1)Nc1cccc([N+](=O)[O-])c1,-5,6,19,10,-11,7,4.0,3,-6
COc1ccc(NS(=O)(=O)c2cc3c4c(c2)C(C)C(=O)N4CCC3)cc1 (stereo not drawn),4,-6,-10,16,-13,0,0.6,2,-4
O=C(CSCc1cccc(Cl)c1)N/N=C/c1ccc(OCC(=O)N2CCCCC2)cc1,-11,-5,29,-9,-23,10,5.1,7,-8
O=C(Nn1c(C2CCC2)nc2ccccc2c1=O)c1cccs1,-1,-11,0,-1,-10,1,2.3,8,-8
CC(C)CC1NC(=O)C(CC(C)C)N(CO)C1=O (stereo not drawn),·,-8,0,11,·,-15,0.7,0,-1
COc1ccc(C(CNc2ccc(S(=O)(=O)N3CCN(C)CC3)cc2[N+](=O)[O-])N(C)C)cc1 (stereo not drawn),·,-4,11,5,·,-5,1.2,0,-6
COc1ccc(N(CC(=O)O)S(=O)(=O)c2c(C)n[nH]c2C)cc1,-14,2,11,-12,3,-4,0.0,4,1
O=C(c1ccco1)N(Cc1cccc(F)c1)C1CCS(=O)(=O)C1 (stereo not drawn),-3,-8,-22,1,6,-4,1.4,0,-2
COc1ccc2c(c1OC)C(=O)N1C2SC(C)(C)[C@H]1C(=O)NC1CCCC1 (stereo partly drawn),-8,-1,-1,-9,-19,3,0.0,1,-6
COc1cc(NC(=O)CN2CCN(c3ccccc3O)CC2)c(C)cc1[N+](=O)[O-],-8,-9,31,18,6,-4,5.6,8,-5
Cn1c(=O)[nH]c(=O)c2c1nc(NCCCO)n2CCOc1ccccc1,-1,-4,-12,-4,-4,2,0.2,1,-4
Cc1ccc(Nc2nc(CSc3nnc(-c4ccc(F)cc4)n3C)cs2)cc1,-1,-14,-34,23,-37,2,0.2,-4,-12

# Full records from above.
# Record of CCN1CCN(c2nc3c(C)cccn3c(=O)c2/C=C(\C#N)S(=O)(=O)c2ccccc2)CC1 : OXTR potentiator: -4; CHO-K1 Ca antag: 2; TAAR1 antag: 43; CHO-K1 Ca PAM: -5; CHO parental Ca: -31; CHRM1 antagonist: 13; CHO-K1 Ca ag: 3.4; TAAR1 agonist: 15; M1 ag: 0
# Record of CCOC(=O)c1ccccc1NC(=O)COC(=O)CCC(=O)N1CCOCC1 : OXTR potentiator: -4; CHO-K1 Ca antag: 9; TAAR1 antag: -6; CHO-K1 Ca PAM: -10; CHO parental Ca: -4; CHRM1 antagonist: -16; CHO-K1 Ca ag: 0.8; TAAR1 agonist: 4; M1 ag: 1

# Following part.
SMILES,OXTR potentiator,CHO-K1 Ca antag,TAAR1 antag,CHO-K1 Ca PAM,CHO parental Ca,CHRM1 antagonist,CHO-K1 Ca ag,TAAR1 agonist,M1 ag
O=C(CCSc1nc2ccccc2o1)N1CCOCC1,3,-16,3,22,-3,-33,1.3,11,1
O=C(Nc1ccc2c(c1)OCCO2)C1c2ccccc2OCC(=O)N1C1CC1 (stereo not drawn),·,-9,-11,11,·,·,1.2,2,·
Cc1c(C(c2ccc([N+](=O)[O-])cc2)c2c(C)n(C)n(-c3ccccc3)c2=O)c(=O)n(-c2ccccc2)n1C,-10,-6,7,17,-5,-9,-0.4,0,-4
CCOC(=O)C1CCCN(C(=O)c2cnn3c(C(F)F)cc(-c4ccc(C)cc4)nc23)C1 (stereo not drawn),-16,-20,-12,23,-44,-25,-1.1,12,-7
S=C(NCc1ccccc1)NC1CCCc2ccccc21 (stereo not drawn),-12,5,19,0,-11,16,3.9,-2,-7
